Compound activity (PubChem)
AGP1-GFP MLPCN = modulators of AGP1-GFP expression in yeast TOR pathway, primary screen, cell-based, multiplex flow cytometry, S. cerevisiae, MLPCN library | 320,000 tested, 0.02% active | GFP response vs DMSO, % at 10 µM | AID 2066, 2009 | 3 h; GFP as percent of DMSO wells;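 active = GFP response relative to DMSO above a set limit, near screen average plus 3 SD, cut at about 150% in these data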;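 note: median GFP channel fluorescence of the gated AGP1 strain per well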
RPL19A-GFP yeast = RPL19A-GFP expression modulators in yeast, primary screen, cell-based, S. cerevisiae, multiplex flow cytometry, MLPCN | S. cerevisiae RPL19A-GFP strain, 3 h; stronger effect = lower value | percent response vs DMSO, % at 10 µM | 330,000 tested, 0.3% active | AID 2025, 2009;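 active = percent response vs DMSO below 50%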;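 note: median channel GFP fluorescence of the barcoded RPL19A-GFP strain; ratio of sample median GFP to plate DMSO average so 100% = DMSO; lower means less RPL19A-GFP as with rapamycin TOR inhibition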
JMJD2C inh = inhibitors of GASC-1 histone demethylase, primary screen, biochemical, fluorescence, DELFIA europium; Lysine-specific demethylase 4C (Homo sapiens), Q9H3R0; GST-JMJD2C(1-420) H3K9me3 demethylation; inhibition, % at 2.35 µM; 330,000 tested, 0.069% active;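 active = more than half of a compound's replicate wells show inhibition beyond 50%, single wells judged on their own value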;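 note: signal counts dimethyl H3K9 product captured on neutravidin plate; 0% = median of DMSO wells and 100% = 0.3 times that DMSO median; strong numbers were not always called active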
LAP4-GFP MLPCN = modulators of LAP4-GFP expression in yeast, primary screen, S. cerevisiae, multiplex flow cytometry, MLPCN library. 3 h; median GFP as percent of DMSO wells. GFP response vs DMSO, % at 10 µM. 320,000 tested, 0.34% active. AID 2023, 2009;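 active = GFP response vs DMSO above a set limit, about the screen mean plus 3 SD, cut at about 150% in these data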
CIT2-GFP yeast = modulators of CIT2-GFP expression in yeast, primary screen, S. cerevisiae, GFP fusion, multiplex flow cytometry, MLPCN library | S. cerevisiae CIT2-GFP strain, 3 h; 100 means same as DMSO wells | 320,000 tested, 0.065% active | GFP response vs DMSO, % at 10 µM;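 active = GFP response relative to DMSO above a set limit, near the screen mean plus 3 SD, cut at about 150% in these data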;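 note: ratio of well median GFP fluorescence to mean of DMSO wells on the plate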
MEP2 TOR yeast = modulators of MEP2-GFP levels in yeast, primary screen, S. cerevisiae, multiplex flow cytometry, MLPCN library; S. cerevisiae MEP2-GFP strain, 3 h; 100% = DMSO control level; GFP response vs DMSO, % at 10 µM; 330,000 tested, 0.51% active;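 active = GFP response versus DMSO above a set limit, roughly screen mean plus 3 SD, cut at about 180% in these data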;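 note: median GFP fluorescence of the barcode-gated MEP2-GFP cells per well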
VLA-4 inh = inhibition in human VLA-4 binding assay, primary screen, VLA-4 allosteric modulator project, MLPCN library, flow cytometry, VLA-4 expressing cells; 330,000 tested, 0.2% active; Integrin alpha-4 (Homo sapiens), P13612; AID 2557, 2010; ligand binding flow cytometry; inhibition, % (about 7 µM as worked out from the volumes in the protocol); in the data active = inhibition above about 50%
Target sequence (P13612 whole entry, looked up): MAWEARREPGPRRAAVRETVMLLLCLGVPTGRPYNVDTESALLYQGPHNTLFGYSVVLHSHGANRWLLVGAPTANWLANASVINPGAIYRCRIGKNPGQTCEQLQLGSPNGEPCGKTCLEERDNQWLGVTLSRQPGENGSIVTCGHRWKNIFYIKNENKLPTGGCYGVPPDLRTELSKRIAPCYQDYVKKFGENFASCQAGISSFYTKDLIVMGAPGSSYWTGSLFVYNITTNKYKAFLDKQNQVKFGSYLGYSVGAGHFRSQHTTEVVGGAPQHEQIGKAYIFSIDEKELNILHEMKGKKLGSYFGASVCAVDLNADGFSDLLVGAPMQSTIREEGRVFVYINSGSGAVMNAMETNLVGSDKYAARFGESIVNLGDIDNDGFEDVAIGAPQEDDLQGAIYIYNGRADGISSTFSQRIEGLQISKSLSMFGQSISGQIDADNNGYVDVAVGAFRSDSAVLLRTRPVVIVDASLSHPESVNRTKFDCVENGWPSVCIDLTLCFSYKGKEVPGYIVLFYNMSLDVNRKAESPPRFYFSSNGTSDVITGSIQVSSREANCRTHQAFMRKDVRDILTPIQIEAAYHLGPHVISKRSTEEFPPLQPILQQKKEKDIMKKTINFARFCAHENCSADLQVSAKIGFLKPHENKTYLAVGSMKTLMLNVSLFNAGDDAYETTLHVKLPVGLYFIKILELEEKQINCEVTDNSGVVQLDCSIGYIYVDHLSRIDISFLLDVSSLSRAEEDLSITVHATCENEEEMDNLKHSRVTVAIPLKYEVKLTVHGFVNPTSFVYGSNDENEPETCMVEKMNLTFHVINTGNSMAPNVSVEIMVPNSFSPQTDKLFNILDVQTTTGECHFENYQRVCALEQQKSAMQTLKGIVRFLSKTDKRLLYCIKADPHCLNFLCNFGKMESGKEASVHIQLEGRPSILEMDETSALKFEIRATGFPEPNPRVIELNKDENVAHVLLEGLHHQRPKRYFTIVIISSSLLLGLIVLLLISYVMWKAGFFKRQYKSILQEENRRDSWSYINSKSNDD
GRK2 aptamer HTS = compounds blocking aptamer binding on GRK2 – biochemical, human GRK2, bead flow cytometry, HTS, primary screen; FAM-aptamer displacement from GRK2; inhibition of aptamer binding, % at 10 µM; 330,000 tested, 0.59% active;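 active = inhibition of aptamer binding above 40%, roughly 3 SD of noise, on plates passing a quality check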;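 note: median bead fluorescence of bound FAM aptamer so fluorescent compounds give negative values; no value below 0 was filed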
* marks the source's active call; other numbers are inactive results; · = not tested or not shown; & = joins results of further samples.

Results follow in this order: AGP1-GFP MLPCN	RPL19A-GFP yeast	JMJD2C inh	LAP4-GFP MLPCN	CIT2-GFP yeast	MEP2 TOR yeast	VLA-4 inh	GRK2 aptamer HTS
- O=C(Cc1ccc(Br)cc1)Nc1ccc(S(=O)(=O)NCC2CCCO2)cc1 (centres undefined)
  114	102	-1	109	105	102	2	3
- Cc1sc(N)nc1-c1ccc2c(c1)OCCO2
  105	102	-5	101	99	103	6	1
- COc1ccccc1CNC(=O)N/C=C/c1ccc(Cl)cc1
  98	97	0	100	88	92	4	0
- CC1CN(CN2C(=O)c3ccccc3C2=O)CC(C)O1 (centres undefined)
  103	100	-9	103	102	102	-1	4
- Cc1cccc(Cc2c(C)[nH]c(=O)c(C#N)c2C)c1
  95	103	-3	93	75	104	-4	2
- COc1ccccc1C(=O)NCC(=O)OC(C)C(=O)NC(=O)NC1CCCCC1 (centres undefined)
  94	92	7	94	89	92	21	0
- COc1ccc(OC)c(C(C)NC(=O)Nc2ccccc2)c1 (centres undefined)
  103	101	-4	104	102	98	-1	3
- O=S(=O)(c1cccc(-c2n[nH]c(=S)n2Cc2ccccc2)c1)N1CCOCC1
  106	100	-4	103	105	101	-1	0
- O=C(NC(=S)Nc1cc(Cl)ccc1O)c1cccc(Br)c1
  103	97	-23	119	105	108	-11	12
- CCc1cccc(OCCn2ccnc2)c1
  106	102	24	102	107	112	12	0
- CCOCCCn1c(SCC(=O)Nc2cccc(OC)c2)nc2ccccc2c1=O
  100	103	-2	96	103	106	6	0
- COc1cc2c(cc1OC)C(c1cccs1)N(C(=S)NC(C)C)CC2 (centres undefined)
  83	96	1	105	87	64	19	4
- Cc1ccc(NC(=O)CSCC(=O)Nc2ncc3c(n2)CC(c2ccco2)CC3=O)cc1 (centres undefined)
  114	111	19&-1	112	107	119	-1	1
- Cc1nc(-c2ccc(S(=O)(=O)Nc3cc(S(=O)(=O)N(C)C)ccc3C)s2)cs1
  99	95	-4	106	92	95	0	0
- CCN(CC)C(=O)c1ccccc1NC(=O)c1ccccc1
  94	86	6	102	96	86	-1	0
- O=C(Nc1nc2c(s1)C(=O)CCC2)c1ccccc1
  96	98	33	96	95	102	0	5
- COc1ccc(OC)c(-c2oc3ccccc3c(=O)c2O)c1
  97	99	-7	99	98	100	11	1
- Cc1nc(CSc2nnc(C)s2)cs1
  90	94	58	89	84	92	0	4
- O=S(=O)(Nc1nc2ccccc2[nH]1)c1ccccc1
  104	103	0	106	102	103	0	0
- Cc1ccccc1-n1c(-c2ccco2)n[nH]c1=S
  100	99	1	87	94	100	7	0
- CCOC(=O)c1nn(-c2ccc(F)cc2)c(=O)cc1OCC(=O)Nc1cccc(C)c1
  106	99	-5	101	105	102	-10	3
- CC(=O)N1c2ccc(S(=O)(=O)N3CCCCC3)cc2CC1C(=O)Nc1ccccc1C(F)(F)F (centres undefined)
  106	99	-3	104	103	102	-9	0
- COc1ccc(NC(=O)C(C)N(C)Cc2ccc3ccccc3c2)cc1 (centres undefined)
  103	100	3	100	104	106	22	0
- COc1c(Br)cc([N+](=O)[O-])c(OC)c1C(=O)NC(=O)Nc1cc(Cl)cc(Cl)c1
  96	102	0	97	95	98	-6	1
- COc1ccc(CCNC2CC(=O)N(C)C2=O)cc1OC (centres undefined)
  108	101	0	111	107	110	12	2
- COc1ccc(C(=O)Nc2ccncc2)cc1OC
  104	100	6	98	99	106	7	0
- CC(=O)c1ccc(NC(=O)/C=C/c2ccc(C)cc2)cc1
  94	101	5	104	90	101	18	0
- CCCCCCCCN=C1NC(=O)CS1
  111	98	24	100	104	104	-7	0
- CC(=O)c1ccc(S(=O)(=O)Nc2ccc(-c3cn4c(n3)SCC4)cc2)cc1
  89	104	1	94	91	104	6	0
- COc1ccc(-n2c(=S)[nH]c3cc(C(=O)Nc4ccc(OC)c(OC)c4)ccc3c2=O)cc1
  95	95	7	96	97	100	-3	0
- O=C1/C(=C\c2ccc([N+](=O)[O-])cc2)CCc2ccccc21
  100	104	2	94	99	99	-4	0
- CCOC(=O)c1ccccc1NC(=O)COC(=O)C1CCN(S(=O)(=O)c2ccccc2C(=O)OC)CC1
  102	97	2	106	87	100	9	1
- CC(Sc1nnc(-c2cccnc2)o1)C(=O)NC1CCCCC1 (centres undefined)
  99	96	-2	95	98	96	0	0
- O=C(O)CCc1ccc(-c2ccc(Cl)cc2)n1CCC(=O)O
  94	95	-22	104	92	96	8	6
- Cc1ccc(N2CC(C(=O)N3CCCCC3)CC2=O)cc1C (centres undefined)
  102	105	0	90	98	95	-3	0
- O=C1CC(c2ccccc2Cl)C2=C(COC2=O)N1 (centres undefined)
  105	100	3	97	109	96	10	0
- O=C(O)CNC(=S)N(Cc1ccccc1)Cc1cccs1
  97	102	3	91	107	105	-3	0
- O=C(COC(=O)Cc1cccc(C(F)(F)F)c1)NC1CCS(=O)(=O)C1 (centres undefined)
  105	99	16	103	102	101	8	2
- O=C(Nc1cc(Cl)ccc1N1CCOCC1)c1ccco1
  82	103	6	91	92	101	1	0
- Cc1cc(C)nc(N2CCC(C(=O)NCc3cccc(C(F)(F)F)c3)CC2)n1
  95	96	6	·	96	91	7	1
- O=C(NCC(c1ccco1)N1CCN(c2ccccc2F)CC1)OCc1ccccc1 (centres undefined)
  105	103	8	96	105	103	12	0
- O=C(COC(=O)c1ccc(-c2nnc(-c3ccccc3)o2)cc1)c1ccccc1
  102	93	-1	104	97	93	-23	4
- FC(F)(F)c1ccc(Oc2ccc(Cl)cc2Br)nc1
  97	103	-31	88	97	103	4	6
- NC(=O)c1ccc2c(c1)OCCO2
  103	99	-2	96	107	101	1	1
- CC(=O)N1c2ccccc2C(=O)OC1c1cccnc1 (centres undefined)
  104	103	13	102	109	107	0	0
- FC(F)(F)c1ccccc1/C=N/n1c(COc2ccccc2)n[nH]c1=S
  88	99	6	93	96	110	5	3
- CCc1ccc(OCC(=O)NC(NC(=S)Nc2ccccc2OC)C(Cl)(Cl)Cl)cc1 (centres undefined)
  90	101	-7	98	97	100	-7	0
- C=CCn1c(-c2cccc(OC)c2)nc2nc3ccccc3nc21
  94	98	-4	101	91	101	26	1
- Clc1nc(Nc2ccccc2)nc(Nc2ccccc2)n1
  89	97	3	98	90	95	-1	0
- Cc1c(C(=O)Oc2ccc(F)cc2)sc2ncn(Cc3cccc(F)c3)c(=O)c12
  109	113	5	97	123	112	-7	0

Following part.
Results follow in this order: AGP1-GFP MLPCN	RPL19A-GFP yeast	JMJD2C inh	LAP4-GFP MLPCN	CIT2-GFP yeast	MEP2 TOR yeast	VLA-4 inh	GRK2 aptamer HTS
- Cc1ccc(NC(=O)c2cc(N3C(=O)C4CCCCC4C3=O)ccc2N2CCOCC2)cc1 (centres undefined)
  98	87	-5	91	92	90	4	0
- O=C(NCc1ccco1)c1ccccc1NS(=O)(=O)c1ccc2c(c1)OCCO2
  102	95	6	97	97	98	16	3
- O=C(COc1coc(CN2CCc3ccccc3C2)cc1=O)Nc1ccc(F)cc1
  100	95	-5	98	106	93	-20	0
- O=C(CCC(=O)N1CCN(S(=O)(=O)c2ccc3ccccc3c2)CC1)Nc1cc(Cl)cc(Cl)c1
  100	95	-2	98	87	100	-15	0
- Cc1cccc(OCC(=O)NCCN2CCOCC2)c1
  101	·	-9	102	107	101	2	2
- O=C(CC(NCCc1ccccc1)C(=O)O)Nc1ccc(O)cc1 (centres undefined)
  101	98	-5	104	100	99	1	0
- CC(=O)OC(C(=O)NC1CCCCC1)c1ccc(C)cc1 (centres undefined)
  104	104	-4	103	101	107	-5	3
- COCc1nnc(NC(=O)CCS(=O)(=O)c2ccccc2)s1
  91	96	18	83	94	91	-2	6
- O=C(c1ccc(-c2ccccc2)cc1)N1CCN(C(=O)c2ccco2)CC1
  101	94	-2	95	99	95	15	0
- CC(=O)Nc1cccc(OCC(O)Cn2cnc3ccccc32)c1 (centres undefined)
  104	99	15	98	92	103	25	1
- S=C(c1ccccc1)N1CCCc2ccccc21
  101	103	-2	92	106	104	18	2
- Cc1ccc(Cn2ncc3c(N4CCN(CCc5ccccc5)CC4)ncnc32)cc1
  105	98	3	122	105	110	3	2
- CSc1nc(SCC(=O)NCC2CCCO2)c2c3c(sc2n1)CN(C)CC3 (centres undefined)
  106	97	6	104	99	99	-3	0
- COc1ccccc1-n1cnc(N)c1C(C)=O
  107	104	0	108	102	107	4	1

Copied from the entries so far for reference:
Results follow in this order: AGP1-GFP MLPCN	RPL19A-GFP yeast	JMJD2C inh	LAP4-GFP MLPCN	CIT2-GFP yeast	MEP2 TOR yeast	VLA-4 inh	GRK2 aptamer HTS
- CC(=O)OC(C(=O)NC1CCCCC1)c1ccc(C)cc1 (centres undefined)
  104	104	-4	103	101	107	-5	3
- COCc1nnc(NC(=O)CCS(=O)(=O)c2ccccc2)s1
  91	96	18	83	94	91	-2	6
- O=C(c1ccc(-c2ccccc2)cc1)N1CCN(C(=O)c2ccco2)CC1
  101	94	-2	95	99	95	15	0
- CC(=O)Nc1cccc(OCC(O)Cn2cnc3ccccc32)c1 (centres undefined)
  104	99	15	98	92	103	25	1
- S=C(c1ccccc1)N1CCCc2ccccc21
  101	103	-2	92	106	104	18	2
